# CaV13 FRET inh: Primary screen for inhibitors of IQ motif and Ca2+-dependent inactivation inhibitor domain binding in CACNA1D, Förster resonance energy transfer in living cells, … | actives 0.098% (n = 340,000) | AID 743397 | HEK cells, CFP/YFP FRET ICDI-IQ, plate reader, 10 min; percent FRET-ratio fall versus neutral wells | inhibition, % at 12.3 µM;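 active = mean replicate inhibition of at least 30% and at least 1% of replicates passing that level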;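 note: 0% = median of the neutral control wells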
# PDI turbidity: blocks human protein disulfide isomerase activity | P07237 | PDI insulin aggregation turbidity, A650, 90 min | inhibition, % at 10 µM | actives 0.052% (n = 350,000) | AID 588391;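 active = mean inhibition across replicates of 30% or more, whatever share of single replicates reach that level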;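 note: absorbance from insulin aggregation driven by PDI reduction with DTT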
# Target sequence (P07237 whole entry, looked up): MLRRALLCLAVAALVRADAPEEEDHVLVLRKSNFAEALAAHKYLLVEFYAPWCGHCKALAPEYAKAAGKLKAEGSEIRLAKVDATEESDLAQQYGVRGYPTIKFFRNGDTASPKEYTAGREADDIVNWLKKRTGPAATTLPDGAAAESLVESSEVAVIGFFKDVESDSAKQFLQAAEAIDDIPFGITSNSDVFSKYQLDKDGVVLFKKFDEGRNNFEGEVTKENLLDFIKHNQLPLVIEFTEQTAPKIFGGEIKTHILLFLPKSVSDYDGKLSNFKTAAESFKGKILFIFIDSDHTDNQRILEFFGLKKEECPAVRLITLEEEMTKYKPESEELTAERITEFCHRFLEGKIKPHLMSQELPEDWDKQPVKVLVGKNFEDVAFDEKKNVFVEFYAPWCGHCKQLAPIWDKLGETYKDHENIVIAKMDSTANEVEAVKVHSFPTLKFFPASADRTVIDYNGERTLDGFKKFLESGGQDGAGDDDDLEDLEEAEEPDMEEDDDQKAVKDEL
# ABCB6 inh 2: blocks the human ABCB6 transporter; actives 0.19% (n = 360,000); Q9NP58; K562-ABCB6 porphyrin accumulation, flow cytometry, 1 h; stronger effect = lower value; fluorescence ratio to DMSO, % at 10 µM;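 active = fluorescence ratio to DMSO below 75%, the collection mean minus 3 SD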;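 note: signal is porphyrin accumulated inside mitochondria; 100% equals median channel fluorescence of DMSO control wells; lower ratio means ABCB6 inhibition with less porphyrin fluorescence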
# H9c2 protect: myocardial damage modulation in H9c2 cells. H9c2 cardiomyocytes, H2O2 injury protection, ATPLite, 2 h. protection from H2O2 cell death, % at 20 µM. actives 0.63% (n = 360,000). AID 588492;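 active = compounds giving at least 50% protection of heart cells from peroxide-induced death in the single-dose screen, raw or plate-pattern-corrected value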;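 note: 0% = DMSO wells with peroxide and 100% = DMSO wells without peroxide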
# Glyco luc inh: N-linked glycosylation inhibition. D54 ERlucT glycosylation luciferase reporter, 24 h; percent of 100 nM tunicamycin response. reporter increase, % at 12.5 µM. actives 0.23% (n = 360,000). AID 588692;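 active = mean luciferase reporter signal, scaled so untreated is 0 and the glycosylation-blocking control 100, at or above a set limit in every replicate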;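 note: luciferase carries N-glycosylation sites so blocking glycosylation raises the light; 0% = median of neutral control wells and 100% = median of 100 nM tunicamycin wells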
# iPSC survival up: hiPSC single-cell survival enhancement. survival enhancement, % at 20 µM. actives 0.044% (n = 360,000). AID 602274. ATPlite luminescence; 100% = ROCK inhibitor wells, 0% = DMSO; in the data active = survival enhancement above about 18%;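 note: cells exposed to compounds for 16 hours before the ATP read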
# HTR2A ag: mouse HTR2A agonism via beta-arrestin recruitment | P35363 | CHO-K1 mHTR2A beta-arrestin complementation, luminescence; percent of 30 µM serotonin response | activation, % at 7.6 µM | actives 0.66% (n = 360,000);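 active = activation above a run cutoff, the mean activation of all tested compounds plus 3 SD, cut at about 14% in these data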;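 note: 0% = plate median of compound wells and 100% = 30 µM serotonin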
# Target sequence (P35363 whole entry, looked up): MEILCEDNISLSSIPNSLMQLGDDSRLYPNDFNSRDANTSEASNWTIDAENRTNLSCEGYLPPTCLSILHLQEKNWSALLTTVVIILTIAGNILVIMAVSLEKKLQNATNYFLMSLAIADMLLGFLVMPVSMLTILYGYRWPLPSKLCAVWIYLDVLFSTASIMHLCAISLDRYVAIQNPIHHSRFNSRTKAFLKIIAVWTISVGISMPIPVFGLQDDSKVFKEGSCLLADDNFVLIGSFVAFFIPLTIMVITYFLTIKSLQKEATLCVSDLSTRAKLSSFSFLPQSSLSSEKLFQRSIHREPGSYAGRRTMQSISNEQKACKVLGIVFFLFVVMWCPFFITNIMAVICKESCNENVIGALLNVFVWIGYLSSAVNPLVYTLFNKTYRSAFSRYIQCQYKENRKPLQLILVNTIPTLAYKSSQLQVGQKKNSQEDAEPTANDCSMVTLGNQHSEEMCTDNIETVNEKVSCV
# Vif imaging: blocks HIV Vif function. HEK293T cells, Vif self-association by quenched fluorescence, imaging, 24 h. inhibition, % at 7.49 µM. actives 0.35% (n = 340,000); in the data active = inhibition above about 50%, passing the limit was not always enough; note: some results filed as inactive read as strong as hits
# aDG glyco act: alpha-DG glycosylation activation; Pro5-aDG cells, alpha-DG glycosylation AlphaScreen (IIH6); 0% Pro5, 100% B10-LARGE cell signal; activation, % at 10 µM; actives 0.22% (n = 360,000);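 active = activation of at least 8% versus controls, or a plate z-score of at least 8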;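 note: Pro5 are CHO cells carrying HIG-tagged alpha-DG that lacks glycosylation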
# Granule exo inh: lytic granule exocytosis inhibition; inhibition, % at 10 µM; AID 651702; actives 0.66% (n = 360,000); TALL-104 LAMP-1 surface exposure, flow cytometry; cells stimulated with thapsigargin and PMA;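 active = inhibition above about 55%, limit read from the data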
# The depositor's hits bear a star; . = not tested or not shown.
smiles	CaV13 FRET inh	PDI turbidity	ABCB6 inh 2	H9c2 protect	Glyco luc inh	iPSC survival up	HTR2A ag	Vif imaging	aDG glyco act	Granule exo inh
Cc1ccc(C)c(N(CC(=O)NCCc2ccccc2)C(=O)CCC(=O)Nc2ccccn2)c1	-4	2	96	4	3	0.2	2	16	0.0	15
Clc1ccccc1Sc1ccc(-c2ccccn2)s1	-3	0	93	-2	-3	-0.4	-3	0	-0.2	2
Nc1ccc2nc(-c3cccnc3)[nH]c2c1	-4	-5	104	42	2	0.3	-1	-4	0.0	-4
CCOc1ccc(CCNc2nc3ccc(C)cc3n3cnnc23)cc1OCC	-13	9	99	6	6	3.2	0	-10	0.1	-8
COc1ccc(CC(=O)Oc2ccc(Br)cc2F)cc1S(=O)(=O)N1CCOCC1	-4	-2	101	-5	2	-0.4	1	-5	0.0	-8
Cn1c(=O)c2c(nc3sccn32)n(C)c1=O	-4	7	98	-1	3	-0.8	12	.	-0.3	1
CCCN1CCC(=NNc2ccc(C(=O)O)cc2)CC1	4	-13	95	-6	-5	0.0	0	-1	0.0	-2
C=CCC(C)(NCc1ccccc1)c1ccccc1 (centres undefined)	-5	-1	100	-7	4	-2.5	-4	.	0.0	3
CC(C)(C)c1nc2ccccc2c2nnc(SCC(=O)Nc3nc4ccccc4s3)n12	.	2	96	-11	2	3.0	10	-11	0.1	3
O=C(O)c1ccc(Cl)c(S(=O)(=O)Nc2ccc(S(=O)(=O)N3CCCC3)cc2)c1	-3	-7	93	-6	1	-0.2	0	-4	0.0	0
COc1ccccc1N1CCN(C(=O)CSc2nc3ccccc3c(=O)n2CC2CCCO2)CC1 (centres undefined)	-4	1	101	25	0	-0.1	-4	-1	0.1	4
CCOC(=O)Cc1csc2nc(-c3ccccc3)nn12	-5	-3	92	-1	1	0.1	3	-5	0.0	-12
O=C(O)C(CCCCN1C(=O)C2C3C=CC(C3)C2C1=O)N1C(=O)C2C3C=CC(C3)C2C1=O (centres undefined)	-1	-25	202	8	-1	5.9	-2	.	0.2	-7
O=C(CN1C(=O)c2cccnc2Oc2ccc(Cl)cc21)N1CCCCCC1	-3	-3	93	1	1	-0.7	0	-6	-0.4	1
COc1ccc(/C=N/NC(N)=S)cc1	-43	1	96	-4	1	0.2	13	-1	0.0	4
[O-][N+]12CCCCC1CCCC2CO (centres undefined)	-17	-5	95	0	1	2.7	4	-9	0.0	-4
Cc1ccc(-c2nn(-c3ccccc3)cc2C(=O)NCC2CCCO2)cc1 (centres undefined)	-6	0	101	3	-1	0.2	-1	-2	-0.2	14
O=C(CSc1nnc(-c2ccc3c(c2)OCO3)n1-c1ccccc1)c1ccccc1	-2	16	100	5	-3	2.4	13	-2	0.2	3
COc1ccc(S(=O)(=O)Nc2ccccc2C(=O)Nc2nc(-c3ccc(F)cc3)cs2)cc1OC	-11	-3	103	-28	-3	0.5	7	6	0.6	25
O=C1Cc2ccccc2C(=O)N1OCc1ccc(Cl)cc1Cl	-5	6	92	6	1	-1.3	1	3	-0.2	-2
CC(C)c1ccc(C2/C(=C(\O)c3ccc4c(c3)OCCO4)C(=O)C(=O)N2CCN2CCOCC2)cc1 (centres undefined)	-4	7	99	4	1	-0.1	-7	0	0.8	4
C/C(=N\N1CCN(Cc2ccccc2)CC1)c1ccco1	-5	0	110	3	1	0.9	0	-1	-0.3	3
O=C1C2C3C=CC(C2C(=O)N1c1cccc(O)c1)C1C2C(=O)N(c4cccc(O)c4)C(=O)C2C31 (centres undefined)	-1	2	99	15	1	0.1	-3	3	-0.1	-1
CCCC(=O)NC1C2CC3CC(C2)CC1C3 (centres undefined)	.	2	101	5	0	-2.2	-1	-6	0.0	4
O=C(Cn1cnc(S(=O)(=O)N2CCCCC2)c1)Nc1ccc(OC(F)(F)F)cc1	-2	2	107	-8	1	1.4	0	2	3.4	-12
Cc1nnc(NC(=O)c2ccc(C)c(S(=O)(=O)N3CCCCCC3)c2)s1	-3	5	92	-5	-1	2.5	0	-10	-0.1	-2
CCCCN(CCCC)S(=O)(=O)c1ccc(NC(=O)CN2CCOCC2)cc1	-8	2	96	-1	0	2.8	-1	1	0.3	0
CCCCCC(=O)Nc1cccc(C2=NOC3(C2)C[C@@H](C(N)=O)N(C(=O)Cc2ccc([N+](=O)[O-])cc2)C3)c1 (some centres undefined)	-11	-1	97	-7	0	0.3	1	.	-0.2	-6
CCCCNC(=S)NCc1ccc2[nH]c(C)cc2c1	-3	.	94	-17	-2	1.4	-3	-9	0.0	-8
CCOc1ccc(C(=O)N2CCc3ccccc32)cc1	-1	14	98	-7	1	0.9	-1	-4	0.2	-2
CC1(OC(=O)C2CCCC2)C(=O)C=C2C=C(c3ccsc3)N(C3CCCC3)C=C2C1=O (centres undefined)	-5	0	99	-2	0	-0.2	4	1	0.3	-1
O=C(c1ccc(CN2CCc3ccccc3C2)cc1)N1CCN(c2ccccc2)CC1	-6	3	96	-5	0	-1.8	-2	0	0.6	-1
Nc1c(N(Cc2ccccc2)C(=O)CCc2ccccc2)c(=O)[nH]c(=O)n1Cc1ccccc1	-6	5	102	-1	-1	0.0	0	3	0.2	-6
COc1ccc(N2CC(C(=O)N3CCN(Cc4ccc5c(c4)OCO5)CC3)CC2=O)cc1 (centres undefined)	-4	-10	96	2	-1	0.0	3	16	0.0	-10
CC(=O)NC(c1ccc(F)c(F)c1)c1nc(-c2ccccc2C)cs1 (centres undefined)	-7	-3	93	-8	12	-3.3	-2	1	1.2	-6
O=C(CN1CCN(C(c2ccccc2)c2ccccc2)CC1)NC(=O)NCc1ccco1	.	-14	95	-8	-2	3.2	-2	3	0.1	2
COc1ccc(-c2nnn(CC(=O)NCCc3c[nH]c4ccccc34)n2)cc1OC	-6	2	96	2	3	-1.6	-2	-17	-0.7	-1
COC(=O)Cc1csc(Nc2ccccc2Cl)n1	-5	-3	109	-9	1	4.1	1	-18	-0.1	-1
Cn1cccc1C1CCCN1CC(=O)Nc1ccc(F)c(F)c1F (centres undefined)	-6	-1	93	-4	1	3.9	-7	14	0.5	-2
Cc1ccnc(N2CCC(C(=O)Nc3nnc(C)s3)CC2)n1	-5	3	93	-2	3	1.5	-1	2	-0.3	-1
O=c1c2c([nH]c3ccccc13)CCC2	-5	-8	100	-3	1	0.4	-1	-2	-0.1	-3
CC(C)C(NC(=O)CCNC(=O)c1ccc([N+](=O)[O-])cc1)c1nc2ccccc2[nH]1 (centres undefined)	-6	-4	90	2	0	-0.5	2	4	-0.2	1
NC(=O)C1(N2CCCCC2)CCN(CC(=O)Nc2ccccc2Sc2ccccc2)CC1	-7	4	96	8	-5	0.0	3	4	-0.2	1
CCNc1nnc(SCC(=O)c2c(N)n(C3CC3)c(=O)[nH]c2=O)s1	-7	-12	97	0	0	0.1	11	-2	0.1	17
Cc1ccc2c(c1)C(=O)N1c3cc(C)c(C)cc3NC(=O)C1C(=O)N2 (centres undefined)	-3	.	98	3	-1	0.9	0	-2	-0.1	2
O=C(Cn1ncc(N2CCOCC2)c(Cl)c1=O)c1ccc(Cl)cc1	-1	4	101	12	2	3.2	-1	4	-0.2	-1
O=C(NNC(=O)c1ccc2ccccc2c1)Nc1ccc(F)cc1	-3	4	102	-9	2	0.2	-12	1	0.2	1
CCCCN(CC)C(=O)c1ccc(Cl)cc1	-7	-5	100	8	3	-0.2	4	-1	-0.4	1
C=CCN(C(=O)c1csnn1)C(C(=O)NCc1ccc(F)cc1)c1ccccc1 (centres undefined)	-18	-1	98	-4	-1	-0.3	-2	9	0.0	2
O=C(C1=COCCO1)N(Cc1nnc(-c2ccccc2Cl)o1)C1CC1	-5	-3	98	1	-2	1.0	2	-7	0.1	1

# New compounds follow:
smiles	CaV13 FRET inh	PDI turbidity	ABCB6 inh 2	H9c2 protect	Glyco luc inh	iPSC survival up	HTR2A ag	Vif imaging	aDG glyco act	Granule exo inh
CCn1cnc2cc(NC(=O)c3ccc(C)cc3)ccc21	-4	0	98	-5	-5	0.0	3	21	-0.1	1
CC(C)CN(C(=O)COC(=O)c1ccccc1Sc1ccccc1C#N)C1CCS(=O)(=O)C1 (centres undefined)	-15	-24	100	2	-1	1.0	4	15	-0.1	-4
COc1ccc(OCC(=O)O/N=C(\N)Cc2cccs2)cc1	-3	3	86	-4	1	-0.8	-3	7	-0.1	-7
CS(=O)(=O)c1ccc(C(=O)OCC(=O)NC2CCS(=O)(=O)C2)cc1[N+](=O)[O-] (centres undefined)	5	-4	97	8	1	0.4	3	-2	-0.1	2
COc1ccc(S(N)(=O)=O)cc1C(=O)OCC(=O)NC(C)(C#N)C1CC1 (centres undefined)	-5	2	102	5	0	0.9	-10	18	-0.3	-2
COc1cc(OC)c2c(C)c(Cl)c(=O)oc2c1	-3	-4	89	-3	4	2.4	-4	24	0.0	5
CCOc1cc(/C=N/NC(=O)c2ccc(CN3CCOCC3)cc2)ccc1OC	-2	11	102	-1	1	-2.5	4	-2	0.0	1
Cc1ccc(Cl)c(OCC(=O)Nc2ccc(S(=O)(=O)NC3=NCCCCC3)cc2)c1	-16	-5	88	-10	2	-0.3	-4	4	-0.2	4
COc1ccccc1C1Nc2ccccc2NC2=C1C(=O)CC(C)(C)C2 (centres undefined)	-20	-9	98	-4	0	-0.8	6	3	0.0	-17
Cc1ccc(NC(=S)NNC(=O)Cn2nc(C(F)F)cc2C(F)F)cc1	-3	-2	96	12	3	-1.0	2	1	0.0	-6
O=C(CN(c1ccc(F)cc1)S(=O)(=O)c1ccccc1)NCCSC1CCCCC1	-5	1	98	1	-5	-0.1	0	-11	0.1	0
O=C(CN1C(=O)CC(c2ccccc2)Sc2ccccc21)NCC1CCCO1 (centres undefined)	-20	-6	109	7	1	0.1	1	-19	0.4	-10
Nc1nc(-c2ccc(Oc3ccccc3)cc2)c(CC(=O)O)s1	-20	-2	100	-11	2	0.1	5	-17	0.0	-13
CC1=C(C(=O)OC(C)C)C(c2ccccc2)NC(=O)N1C (centres undefined)	-5	6	102	5	4	-0.5	2	-4	0.2	-2
CCCCNC(=S)NC(=O)c1ccc([N+](=O)[O-])cc1	-1	4	110	-8	0	1.0	1	-1	0.4	-5
O=C(NCCCN1CCCC1=O)c1cccc(C(F)(F)F)c1	-5	13	107	-1	1	1.8	11	38	-0.1	-1
CC1CCN(C(=O)CN2C(=O)C(C)(C)Oc3ccc(C(=O)NC(C)C)cc32)CC1	-4	11	99	1	-3	-0.4	3	-1	0.1	-10
CC(C)(C)NC(=O)NC(=O)COC(=O)Cc1coc2ccc3ccccc3c12	-2	-12	103	-6	4	-2.2	1	2	0.0	-4
CCOCC(=O)Nc1ccc(Br)c(C)c1	-6	6	101	-6	-1	-0.1	-1	5	1.2	-1

# Two compounds from above, reduced to aDG glyco act:
Molecule,aDG glyco act
CC1CCN(C(=O)CN2C(=O)C(C)(C)Oc3ccc(C(=O)NC(C)C)cc32)CC1,0.1
Cc1nnc(NC(=O)c2ccc(C)c(S(=O)(=O)N3CCCCCC3)c2)s1,-0.1

# Compound activity from PubChem.
